High-throughput results (PubChem)
Mito fusion act: qHTS Assay for Small Molecule Inhibitors of Mitochondrial Division or Activators of Mitochondrial Fusion. 320,000 compounds, 0.23% hits. Potency, µM (highest dose often 46.1 µM), without a hit: at the top dose growth rescue (activation), hits mostly activators. S. cerevisiae fusion-defective mutant growth rescue, CellTiterGlo 48 h;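 also: potency is read from the fitted curve at half-maximal effect; % of control where 0% means no effect; nearly all actives have a fitted effect of over 45% in size; temperature-sensitive fusion mutants such as fzo1-1 at 37 °C on non-fermentable ethanol glycerol medium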
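Yeast fusion mutant, YPEG (non-fermentable carbon), compound, 48 h at 37C non-permissive; CellTiterGlo added, 10 min RT, luminescence read. Rescued growth = division inhibition.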
Menin-MLL TR inh: qHTS Assay for Inhibitors Targeting the Menin-MLL Interaction in MLL Related Leukemias: Competition With Texas Red Labeled MLL-derived Mutant Peptide | Potency, µM (doses to about 61.6 µM), for the others: top-dose FP activity change, negative = inhibition, usual class: inhibitors | 270,000 compounds, 0.23% hits | AID 1768, 2009 | O00255 | Menin + Texas Red MLL mutant peptide, fluorescence polarization; active = well fitted inhibition curve with a large enough effect in the polarisation, with a control signal flat, not every such curve was filed as active; inconclusive = small, poorly fitted or top-dose-only effect, or effect the other way, or a change in a side signal; inactive = no such curve, though single readings can be large or run the other way; the % refers to the polarisation; also: potency is read from the fitted curve at half-maximal effect; % of control where 0% means no effect; many of its hits are not listed in these tables
Target sequence (O00255 whole entry, looked up): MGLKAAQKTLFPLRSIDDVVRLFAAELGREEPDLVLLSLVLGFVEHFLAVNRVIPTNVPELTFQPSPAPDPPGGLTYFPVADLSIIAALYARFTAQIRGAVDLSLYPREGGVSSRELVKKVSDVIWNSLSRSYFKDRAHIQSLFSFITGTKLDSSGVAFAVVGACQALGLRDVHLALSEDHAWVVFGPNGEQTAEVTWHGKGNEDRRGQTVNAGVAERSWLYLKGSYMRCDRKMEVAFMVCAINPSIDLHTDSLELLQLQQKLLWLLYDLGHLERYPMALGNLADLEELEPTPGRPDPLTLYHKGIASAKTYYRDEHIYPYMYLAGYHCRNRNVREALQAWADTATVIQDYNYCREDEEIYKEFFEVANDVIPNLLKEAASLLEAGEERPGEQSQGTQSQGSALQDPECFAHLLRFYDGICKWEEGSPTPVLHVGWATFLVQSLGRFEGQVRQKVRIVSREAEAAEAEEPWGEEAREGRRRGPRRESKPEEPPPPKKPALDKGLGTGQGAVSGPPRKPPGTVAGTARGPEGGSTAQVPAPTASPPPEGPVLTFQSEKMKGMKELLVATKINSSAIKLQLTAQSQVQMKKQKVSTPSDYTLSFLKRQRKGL
VP16 counter: VP16 counterscreen qHTS for inhibitors of ROR gamma transcriptional activity; Drosophila S2 Gal4-VP16 UAS-luciferase, luminescence, 20 h; Potency, µM (doses to about 53.6 µM), for inactives: at the top dose activity, negative = inhibition, most hits filed as inhibitors; 310,000 compounds, 3.5% hits; AID 2546, 2010;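 also: Gal4-VP16 expression switched on by copper sulfate through the metallothionein promoter; potency is read from the fitted curve at half-maximal effect; % is scaled to controls: 0 for no effect and ±100 for the full control effect; nearly all actives have a fitted effect of over 50% in size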
NPC1 prom act: qHTS Assay for NPC1 Promoter Activators. Huh7 NPC1 promoter luciferase reporter, 24 h. Potency, µM (highest dose often 9.22 µM), for the others: at the top dose activation, actives largely listed as activators. 320,000 compounds, 2.4% hits;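 also: potency is read from the fitted curve at half-maximal effect; % of control where 0% means no effect; nearly all actives have a fitted effect of over 60% in size; reporter is driven by a mutant NPC1 promoter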
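NPC1 promoter–luciferase Huh7 cells; 24 h compound; luminescence.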
KCNH2 3.1 block: qHTS for Inhibitors of KCHN2 3.1: Mutant qHTS | Potassium voltage-gated channel subfamily H member 2, brain isoform KCNH2 3.1 (human) | U2OS KCNH2 3.1, thallium flux FluxOr; stronger effect = lower value | activity change, % (tested at about 1.8 µM) | 340,000 compounds, 0.95% hits | AID 720553, 2013;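 active = maximum activity change below -70%; inconclusive = maximum activity change from -70% to -50%; inactive = maximum activity change above -50%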;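 also: thallium influx rate constant from kinetic fluorescence after stimulation buffer; % is scaled to controls: 0 for no effect and ±100 for the full control effect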
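Measured as rate of thallium-driven FluxOr signal in transduced U2OS cells carrying the 3.1 channel, read kinetically for 2 min upon stimulation; values are rate constants scaled to DMSO control wells.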
ELG1 repair inh: qHTS screen for small molecules that inhibit ELG1-dependent DNA repair in human embryonic kidney (HEK293T) cells expressing luciferase-tagged ELG1 | 330,000 compounds, 2.3% hits | HEK293T ELG1-luciferase reporter, luminescence, 16 h; DNA damage induced by 5-fluorouridine | Potency, µM (top dose mostly 46.1 µM), inactives show at the highest dose activity change, negative = inhibition, most hits filed as inhibitors | AID 504467, 2011; also: potency is read from the fitted curve at half-maximal effect; % is scaled to controls: 0 for no effect and ±100 for the full control effect; nearly all actives have a fitted effect of over 55% in size
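Quantitative HTS, concentration-response format. 2,000 cells/well co-treated with 5-fluorouridine and compound, 16 hr in 5% CO2 at 37 °C; ONE-Glo luminescence read after 30 min.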
RORg inh: qHTS for inhibitors of ROR gamma transcriptional activity; Drosophila S2 Gal4-RORgamma UAS-luciferase reporter, 20 h; Potency, µM (highest dose often 53.6 µM), for inactives: top-dose activity change, negative = inhibition, actives largely listed as inhibitors; 310,000 compounds, 5.4% hits; also: potency is read from the fitted curve at half-maximal effect; % is scaled to controls: 0 for no effect and ±100 for the full control effect; nearly all actives have a fitted effect of over 60% in size
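Read-out: Photinus luciferase luminescence; inhibitors lower reporter signal. Insect Schneider cells with Gal4-ROR gamma fusion under metallothionein promoter, UAS reporter; 700 uM final copper sulfate induction, 20 hr, ambient temperature.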
Rab9 promoter act: qHTS Assay for Rab9 Promoter Activators; 320,000 compounds, 2.8% hits; Huh7 Rab9 promoter-luciferase reporter, luminescence, 24 h; Potency, µM (titrated, usually from 9.22 µM), without a hit: top-dose activation, negative = inhibition, usual class: activators; also: potency is read from the fitted curve at half-maximal effect; % of control where 0% means no effect; nearly all actives have a fitted effect of over 60% in size
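Luminescence from Amplite-detected luciferase (10 minutes, ambient) reports Rab9 promoter activation. Before that, stable Rab9-luciferase Huh7 cells (1500/well, reduced-serum OP-MEM I plus 10% FBS) were exposed to compound for 24 hours at 37C.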
MBNL1 CUG block: qHTS Assay for Inhibitors of MBNL1-poly(CUG) RNA binding. Muscleblind-like protein 1 (Homo sapiens), Q9NR56. TR-FRET MBNL1-His/biotin-(CUG)12 binding, 665/545 ratio. Potency, µM (top dose mostly 57.5 µM), for inactives: at the top dose activity change, negative = inhibition, actives largely listed as inhibitors. 280,000 compounds, 0.036% hits. AID 2675, 2010; active = well fitted inhibition curve with a large enough effect in the signal ratio, with a control signal flat, not every such curve was filed as active; inconclusive = small, poorly fitted or top-dose-only effect, or effect the other way, or a change in a side signal; inactive = no such curve, though single readings can be large or run the other way; the % refers to the signal ratio; also: potency is read from the fitted curve at half-maximal effect; % is scaled to controls: 0 for no effect and ±100 for the full control effect
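MBNL1-His + Biotin-(CUG)12, cpd titration 92 nM–58 uM; Tb anti-His Ab 0.055 ng/ul, SA-XL665 5 nM (final); 60 min RT; ratiometric 665/545 nm, Ex 340 nm; normalized to buffer and full-complex controls.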
PKM2 activator: qHTS Assay for Activators of Human Muscle isoform 2 Pyruvate Kinase; purified PKM2, Kinase-Glo ATP luminescence, activation; response scale: 0% is enzyme alone, no compound; 260,000 compounds, 0.34% hits; Potency, µM (titrated, usually from 57.5 µM), for inactives: at the highest dose activation, hits mostly activators; also: potency is read from the fitted curve at half-maximal effect; % is scaled to controls: 0 for no effect and ±100 for the full control effect; nearly all actives have a fitted effect of over 55% in size
Target sequence (P14618 whole entry, looked up, canonical isoform): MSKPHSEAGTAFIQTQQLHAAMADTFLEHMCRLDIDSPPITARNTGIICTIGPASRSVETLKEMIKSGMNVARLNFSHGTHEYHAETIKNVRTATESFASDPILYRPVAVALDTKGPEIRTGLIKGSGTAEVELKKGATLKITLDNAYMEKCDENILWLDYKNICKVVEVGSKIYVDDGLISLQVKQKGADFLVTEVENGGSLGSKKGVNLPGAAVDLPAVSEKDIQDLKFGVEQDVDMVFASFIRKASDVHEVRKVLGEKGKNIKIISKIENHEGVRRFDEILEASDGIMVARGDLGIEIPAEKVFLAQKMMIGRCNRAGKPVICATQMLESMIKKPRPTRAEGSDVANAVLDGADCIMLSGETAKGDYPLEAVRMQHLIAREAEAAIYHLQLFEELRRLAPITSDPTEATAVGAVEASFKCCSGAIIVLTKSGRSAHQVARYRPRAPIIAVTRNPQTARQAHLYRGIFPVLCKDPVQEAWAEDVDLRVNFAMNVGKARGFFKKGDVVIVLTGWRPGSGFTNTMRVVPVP
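Purified hPK-M2 (>95%) run at intermediate activity with 0.1 mM ADP and 0.5 mM PEP in 50 mM imidazole pH 7.2, KCl, MgCl2; 1 h room temperature. ATP formed read by Kinase-Glo luminescence; normalized to uninhibited and no-enzyme controls.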
FLuc modulator: qHTS profiling assay for firefly luciferase inhibitor/activator using purifed enzyme and Km concentrations of substrates (counterscreen for miR-21 project); Luciferin 4-monooxygenase (Photinus pyralis), P08659; purified FLuc, Km substrates, luminescence inhibition; Potency, µM (titrated, usually from 57.5 µM), without a hit: at the highest dose activity change, negative = inhibition, usual class: inhibitors; 360,000 compounds, 6.9% hits; AID 588342, 2011;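 also: potency is read from the fitted curve at half-maximal effect; plate controls were vehicle for no effect and reference inhibitor for full effect; nearly all actives have a fitted effect of over 55% in size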
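Purified P. pyralis luciferase, 10 nM final, with Km-level 10 uM D-luciferin and 10 uM ATP in 50 mM Tris acetate pH 7.5, 10 mM Mg acetate, 0.01% Tween-20, 0.05% BSA; 6-point qHTS titration about 60 µM downward; luminescence read.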
* = called active by the depositor; ? = inconclusive; · = not tested or not shown; [ ] = dose if it differs, or a comment. Unless noted, calls follow the shape of the dose curve; as a rule, active = well fitted curve in the direction sought with a large enough effect; inconclusive = small, poorly fitted or top-dose-only effect, or another doubt; inactive = no such curve, though single readings can be large; an effect the other way counts as inactive or inconclusive. Some of the compounds tested (hit frequency here may not be typical).

SMILES	Mito fusion act	Menin-MLL TR inh	VP16 counter	NPC1 prom act	KCNH2 3.1 block	ELG1 repair inh	RORg inh	Rab9 promoter act	MBNL1 CUG block	PKM2 activator	FLuc modulator
O=C1CC(c2ccccc2)n2nc(NC(=O)c3ccccc3)nc2N1 (stereo unspecified)	1.7%	-18.3%	?	2.9%	·	-6.6%	-4.1%	-2.6%	0.2%	-12.6%	-3.8%
Cc1ccc(S(=O)(=O)N[C@H](C(=O)Oc2ccc3c(C(F)(F)F)cc(=O)oc3c2)c2ccccc2)cc1	-1.4%	-11.3%	-15.5%	-1.2%	-2.6	-11.8%	17.3%	-0.5%	40.7%[activator]	-3.0%	-8.3%
CCc1cc2cc(OC)ccc2nc1SCC(=O)NNC(=O)c1ccco1	0.8%	-0.6%	-9.1%	-4.2%	0.5	8.3%	35.1%	-4.0%	1.5%	5.1%	1.1%
CCNC(=S)N1CCN(S(=O)(=O)c2ccccc2C(F)(F)F)CC1	0.8%	0.2%	4.0%	0.4%	-2.6	?	5.6%	0.8%	-1.0%	14.1%	0.1%
CCN(CC)CCN1C(=O)C(=O)/C(=C(/O)c2c(C)[nH]c(C(=O)OC)c2C)C1c1ccc(C)o1 (stereo unspecified)	2.8%	·	1.7%	-2.7%	-2.5	-0.8%	-11.8%	0.1%	·	0.2%	2.3%
Cc1c(C(=O)N/N=C/c2ccc(O)c(Br)c2)sc(N)c1C#N	-0.2%	?	10.6%	-4.3%	-6.1	-25.5%	?	-5.9%	8.8%	-0.1%	13.5µM*
O=C(Cn1ncc2c(=O)oc3ccccc3c21)NCCc1ccsc1	-1.7%	0.0%	-8.1%	-1.7%	5.6	-0.3%	-15.6%	2.3%	?	1.2%	0.0%
CCOc1ccc(C(=O)NC(=S)NC2CCCC2)cc1[N+](=O)[O-]	-7.4%	12.2%	15.8µM*	-5.7%	8.8	-27.5%	5.01µM*	-7.3%	13.9%	1.2%	-11.1%
CCCCn1c(SCC(=O)c2ccc(OC)cc2OC)nc2cc(S(N)(=O)=O)ccc21	-2.0%	?	-11.5%	1.6%	2.8	?	13.8%	3.1%	6.2%	15.6%	-0.3%
CCOC(=O)c1c(NC(=O)C2=COCCO2)sc2c1CCN(C(=O)OC)C2	2.2%	·	·	0.3%	-2.8	?	·	3.9%	·	·	2.2%
CCn1cc(Cl)c(C(=O)Nc2cccc(C(F)(F)F)c2)n1	7.5%	21.5%	-8.8%	8.7%	-1.0	9.9%	25.4%	27.7%	·	0.9%	?
CCOC(=O)c1ccc(Oc2cn[nH]c2-c2ccc(O)cc2O)cc1	1.7%	·	-24.1%	-15.4%	-1.9	?	4.2%	-19.1%	-1.9%	-5.3%	-5.8%
CCOc1ccc(S(=O)(=O)Nc2ccccc2C(=O)NCC2CCCO2)cc1 (stereo unspecified)	2.4%	0.1%	-1.2%	2.0%	25.0	-2.8%	6.3%	7.2%	6.5%	-24.4%	-0.6%
Cc1cc(NC(=O)COC(=O)COc2ccc(C(=O)c3ccccc3)cc2)no1	-0.9%	-0.6%	0.9%	5.8%	1.4	0.8%	-18.3%	5.4%	-7.6%	-0.8%	-16.8%
Cc1noc(C)c1S(=O)(=O)N(CC(=O)N1CCCC1)c1ccc(C(C)C)cc1	-0.1%	-6.3%	0.7%	2.2%	-4.5	-0.2%	-7.3%	3.0%	-4.8%	-5.9%	0.3%
Cc1ccc(NC2c3ccccc3C(=O)N2CCN2CCOCC2)cc1 (stereo unspecified)	-0.5%	-11.1%	-4.6%	-3.4%	12.8	3.6%	4.6%	-6.6%	-3.2%	-6.2%	-0.6%
O=C(CN1CCN(c2ccc(F)cc2)CC1)N1CCC(Cc2ccccc2)CC1	9.8%	-19.1%	?	0.7%	-29.3	-13.0%	37.0%	3.2%	-6.9%	2.4%	3.0%
O=C(/C=C/c1ccco1)NC(=S)Nc1ccccc1N1CCCC1	-7.6%	?	?	4.6%	-0.5	-6.5%	?	13.6%	?	23.1%	3.3%
Cc1ccc(C(=O)NCc2ccccn2)cc1NC1=NC2CS(=O)(=O)CC2S1 (stereo unspecified)	-12.4%	-0.6%	-1.4%	0.1%	-0.1	2.2%	-35.1%	-0.4%	-6.2%	-15.9%	8.0%
COc1ccccc1N(CC(=O)Nc1ccc2c(c1)OCCO2)S(C)(=O)=O	-2.6%	15.5%	-1.1%	1.6%	4.3	4.4%	22.6%	1.5%	-6.3%	-10.7%	0.0%
COc1ccc(Cc2noc(CN(C)CCN3CCc4ccccc4C3)n2)cc1OC	-12.6%	?	0.2%	8.6%	-0.4	-8.6%	-6.5%	6.9%	1.5%	4.7%	-2.4%
Cc1ccc(S(=O)(=O)N2CCN=C2SCc2c(F)cccc2Cl)cc1	-4.9%	·	3.4%	-1.0%	·	2.9%	?	-2.5%	-8.2%	-2.9%	-3.8%
COc1cc(-c2nnc(-c3cccs3)o2)cc(OC)c1OC	7.1%	-1.1%	-8.7%	5.1%	-3.1	?	23.5%	5.6%	-5.7%	-4.1%	-1.5%
CC(=O)c1c(C)[nH]c(C(=O)OCC(=O)Nc2cc(C(F)(F)F)ccc2N2CCOCC2)c1C	6.2%	9.4%	1.1%	-0.1%	10.3	?	-16.0%	-3.0%	-14.9%	12.1%	2.9%
CCN(CC)CCNC(=O)c1ccc(NC(=O)Nc2cccc3ccccc23)cc1	-3.6%	-9.2%	2.2%	-1.4%	-0.5	-2.1%	17.8%	-4.2%	11.8%	-4.0%	-3.2%
More entries
SMILES	Mito fusion act	Menin-MLL TR inh	VP16 counter	NPC1 prom act	KCNH2 3.1 block	ELG1 repair inh	RORg inh	Rab9 promoter act	MBNL1 CUG block	PKM2 activator	FLuc modulator
COc1cc(OC)c(NC(=O)CC(C)=O)cc1Cl	7.7%	-5.8%	-1.8%	-0.3%	-10.2	11.6%	?	-3.0%	?	-5.6%	-3.0%
c1cc(CNc2ccc3c(c2)OCO3)ccn1	0.4%	-7.3%	-3.5%	0.6%	7.1	7.9%	2.1%	-1.0%	12.0%	-2.6%	-13.7%
CC(=O)c1oc2ccccc2c1NC(=O)COC(=O)c1ccc(-n2nc(C)cc2C)cc1	1.6%	?	-3.9%	5.9%	-4.2	11.3%	-18.4%[10 µM]	3.1%	-3.5%	-0.8%	0.0%
COc1ccc2sc(N(CCN(C)C)C(=O)c3cc(Cl)sc3Cl)nc2c1	0.4%	7.0%	-4.7%	0.4%	3.1	2.7%	7.2%	-1.1%	-1.2%	2.4%	6.5%
CCCOc1ccc(C(=O)OCC(=O)c2c(N)n(C)c(=O)n(C)c2=O)cc1OC	6.9%	1.3%	7.9%	-2.0%	-12.2	19.4%	-2.8%	1.9%	26.3%	-5.2%	0.7%
Cc1cc(NC(=O)CSCC(=O)Nc2ccc(Cl)c(C(F)(F)F)c2)no1	-5.5%	·	·	-2.0%	3.2	-0.2%	·	-6.9%	·	·	3.8%
COC(=O)[C@@H]1CCCN1C(=O)CCc1nnc(C2CCCCC2)o1	3.3%	0.4%	2.3%	0.7%	4.7	25.2%	-0.2%	0.7%	-9.4%	-31.5%	-3.4%
CSc1ccc(CNC(C)(C)CO)cc1	-5.8%	1.9%	-1.8%	-1.3%	-27.7	-4.3%	-1.1%	-0.2%	-11.7%	-4.2%	0.3%
CCCC(C(=O)NC(C)(C)C)N(CC1CCCO1)C(=O)c1snc(C(N)=O)c1N (stereo unspecified)	-5.2%	-11.1%	-22.0%	0.0%	-38.9	-3.3%	-1.7%	1.2%	4.1%	-6.2%	-1.9%
CCN1C2=C(C(=O)CCC2)C(c2ccc(O)cc2)C2=C1CCCC2=O	-5.7%	14.9%	3.1%	-3.2%	2.5	14.1%	-23.4%	-0.5%	15.7%	13.9%	-3.2%
